SKKanGAS inh: S. pyogenes SKKanGAS growth inhibitors in kanamycin, primary screen, streptokinase expression inhibitor project, SKKanGAS strain, BacTiter-Glo luminescence. inhibition, % at 7.5 µM. 6 h. 1.3% of 300,000 active;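 active = mean replicate score, as percent of positive control median, at least 50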;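 note: strain carries kanamycin resistance gene driven by streptokinase promoter and grows in 40 µg/ml kanamycin; loss of luminescence reflects streptokinase promoter inhibition or plain growth inhibition; 0% = median of DMSO wells and 100% = positive control at its reference dose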
KCNQ1 block: inhibitors of human KCNQ1 channel, primary screen, cell-based, thallium flux, high-throughput. CHO-K1 KCNQ1, FluxOR thallium flux fluorescence; stronger effect = higher value. B-score at 10 µM. Potassium voltage-gated channel subfamily KQT member 1 (Homo sapiens), P51787. 1.3% of 310,000 active. AID 2642, 2010;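 active = compounds whose thallium flux B-score, printed positive for inhibition, exceeds three library SD while starting fluorescence stays within three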;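 note: channel opened by potassium depolarization with thallium stimulus after 20 min compound exposure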
TMEM16A act: TMEM16A chloride channel activators or potentiators, primary screen, cell-based, HTS; Anoctamin-1 (Mus musculus), Q8BHY3; HEK293 TMEM16A/YFP-H148Q/I152L, iodide quench fluorescence; stronger effect = lower value; B-score at 10 µM; 0.3% of 340,000 active;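 active = fluorescence-ratio B-score plate-corrected deviation score at least 3 library SD below zero, with starting fluorescence score within 5 deviations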;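 note: channel opened by trigger with iodide after compound preincubation; score built on the fluorescence ratio of max minus min over baseline; more negative score means more quench and so TMEM16A activation or potentiation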
Target sequence (Q8BHY3 whole entry, looked up): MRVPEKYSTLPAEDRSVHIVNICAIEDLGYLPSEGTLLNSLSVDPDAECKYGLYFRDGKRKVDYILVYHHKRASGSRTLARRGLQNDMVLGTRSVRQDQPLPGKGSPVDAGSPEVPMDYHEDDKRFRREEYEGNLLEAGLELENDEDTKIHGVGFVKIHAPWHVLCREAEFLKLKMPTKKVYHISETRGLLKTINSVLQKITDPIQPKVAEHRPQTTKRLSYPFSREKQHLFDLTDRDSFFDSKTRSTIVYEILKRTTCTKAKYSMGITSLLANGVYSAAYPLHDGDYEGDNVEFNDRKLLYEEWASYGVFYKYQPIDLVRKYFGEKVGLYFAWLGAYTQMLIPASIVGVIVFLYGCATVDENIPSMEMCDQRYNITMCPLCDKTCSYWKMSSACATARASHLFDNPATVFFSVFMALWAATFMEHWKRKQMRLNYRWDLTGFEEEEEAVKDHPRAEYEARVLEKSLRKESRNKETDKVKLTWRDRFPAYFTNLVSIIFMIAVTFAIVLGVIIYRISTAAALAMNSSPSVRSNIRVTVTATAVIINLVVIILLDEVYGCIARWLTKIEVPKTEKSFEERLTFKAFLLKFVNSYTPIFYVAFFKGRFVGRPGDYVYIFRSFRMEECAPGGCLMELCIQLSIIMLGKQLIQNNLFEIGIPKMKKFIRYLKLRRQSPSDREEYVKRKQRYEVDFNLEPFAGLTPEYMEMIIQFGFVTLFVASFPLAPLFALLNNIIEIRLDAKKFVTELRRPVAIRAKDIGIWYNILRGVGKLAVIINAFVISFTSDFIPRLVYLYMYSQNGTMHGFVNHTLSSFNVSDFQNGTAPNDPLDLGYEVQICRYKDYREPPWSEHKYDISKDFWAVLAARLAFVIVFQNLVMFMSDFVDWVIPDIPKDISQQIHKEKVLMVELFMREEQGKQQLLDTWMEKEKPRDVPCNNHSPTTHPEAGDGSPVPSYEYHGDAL
KCNK3 inh: human KCNK3 channel inhibitors, primary screen, CHO cells, FluxOR thallium flux, B-score; Potassium channel subfamily K member 3 (Homo sapiens), O14649; FluxOR fluorescence; stronger effect = lower value; B-score at 10 µM; 0.84% of 340,000 active;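 active = B-score under library mean minus 4 SD, starting fluorescence ratio at most library mean plus 5 SD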;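 note: more negative B-score means stronger inhibition of thallium flux through KCNK3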
RGS4 pot: RGS4 potentiators or activators, primary screen, cell-based, HEK293 M3R inducible RGS4, calcium flux; carbachol calcium flux Fluo4; stronger effect = lower value; B-score at 10 µM; 0.92% of 310,000 active; AID 463111, 2010;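 active = B-score of the integrated calcium signal more than 4 SD below the library mean, with starting fluorescence not abnormally high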;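 note: negative B-score means reduced calcium response which marks RGS4 activation or potentiation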
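Assay system: Inducible-RGS4 HEK293 cells carrying M3 receptor | Schedule: Compound preincubation 20 min at room temperature before agonist | Signal: Kinetic calcium fluorescence imaging with Fluo4-AM dye, 2 µM | Read-out basis: B score from integrated fluorescence ratio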
hERG rescue: hERG rescue from dofetilide block, primary screen, cell-based, CHO-hERG, FluxOR thallium flux, dofetilide IC70 | Voltage-gated inwardly rectifying potassium channel KCNH2 (Homo sapiens), Q12809 | dofetilide IC70 present | activation (rescue from dofetilide block), less the hit threshold, % at 10 µM | 0.51% of 310,000 active;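 active = activation above the mean of controls blocked by dofetilide plus 5 SD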;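 note: thallium influx through hERG after potassium depolarization seen as dye fluorescence rise; in these data hits start at about 4.7%; inactives centre near -7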
TMEM16A inh: TMEM16A chloride channel inhibitors, primary screen, cell-based, HTS; normalized B-score (activity score, 25-100; higher = stronger inhibition) at 10 µM; 1.2% of 310,000 active; HEK293 TMEM16A/YFP iodide influx fluorescence, ionomycin; AID 588511, 2011; Anoctamin-1 (Mus musculus), Q8BHY3;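 active = ratio plate-corrected score three or more library SD toward inhibition, starting fluorescence score within five deviations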;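 note: score derived from kinetic fluorescence span divided by baseline fluorescence per well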
KCNQ1 pot: potentiators or activators of KCNQ1 channel, primary screen, cell-based, thallium flux, high-throughput; CHO-K1 KCNQ1, thallium flux FluxOR fluorescence; stronger effect = higher value; B-score at 10 µM; 0.35% of 310,000 active; AID 2648, 2010;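 active = fluorescence ratio B-score, a plate-corrected score, at least three library SD, with initial intensity B-score within 5 SD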
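Test system: CHO-K1 cells stably expressing KCNQ1 / Medium: assay buffer / Also added: depolarizing K+/Tl+ stimulus, K2SO4 and Tl2SO4 each 12.5 mM in 5x stock / Incubation: 90 min dye loading and 20 min compound exposure, both at room temperature / Signal: thallium influx via FluxOR fluorescence, kinetic imaging / Evaluation: B score of baseline-normalized fluorescence ratio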
KCNK9 block: KCNK9 potassium channel inhibitors, primary screen, HEK293 cells, thallium flux; Potassium channel subfamily K member 9 (Homo sapiens), Q9NPC2; FluxOR thallium flux fluorescence; stronger effect = lower value; B-score at 10 µM; 1.2% of 310,000 active;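 active = ratio B-score over 3 SD below the library mean, with starting fluorescence within 5 SD of its mean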;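 note: negative B-score means less thallium flux so channel inhibition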
RGS4 inh: RGS4 inhibitors, primary screen, cell-based, HEK293 M3R inducible RGS4, calcium flux; Fluo-4 calcium flux; stronger effect = higher value; triggered by carbachol at its EC20; Regulator of G-protein signaling 4 (Homo sapiens), P49798; B-score at 10 µM; 0.45% of 310,000 active;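 active = B-score, a plate-corrected calcium signal, over three deviations above library mean, with baseline fluorescence within five deviations of library mean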;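 note: RGS4 expression induced by doxycycline in cells with stable M3 receptor; B-score is computed from the integrated fluorescence ratio over baseline after carbachol; higher B-score means a larger calcium signal and so more RGS4 inhibition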
HDAC3 inhib: HDAC3 deacetylase inhibitors, primary screen, biochemical, fluorescence, cell-free homogeneous; 0.15% of 320,000 active; Histone deacetylase 3 (Homo sapiens), O15379; recombinant HDAC3, fluorogenic peptide/trypsin coupled; inhibition, % at 8.3 µM; in the data active = inhibition above about 26%, passing the limit was not always enough
* hit, by the source's call; i = inactive; nt = no result given.

Values in the order: SKKanGAS inh	KCNQ1 block	TMEM16A act	KCNK3 inh	RGS4 pot	hERG rescue	TMEM16A inh	KCNQ1 pot	KCNK9 block	RGS4 inh	HDAC3 inhib
> Cc1ccc(NC(=O)c2cccnc2)cc1S(=O)(=O)N1CCOCC1
  -4	i	i	i	i	-9	i	i	i	i	6
> O=C(CCc1ccccc1)Oc1ccccc1[N+](=O)[O-]
  -8	i	i	i	i	-13	i	i	i	i	-3
> COc1ccc(C(=O)NCC(=O)N2CCCCC2)cc1OC
  -1	i	i	i	i	-4	i	i	i	i	-1
> O=C(NCCN1C(=O)CCC1=O)c1ccncc1
  -8	i	i	i	i	-11	i	i	i	i	-3
> COC(=O)C(NC(=O)c1ccc(Cl)cc1)(Nc1nc(C)cs1)C(F)(F)F (stereo not given)
  2	i	i	i	i	-13	i	i	i	i	5
> O=C1CN(O)C=C2N=c3ccccc3=C2N1c1ccc([N+](=O)[O-])cc1
  1	i	i	i	i	-7	i	i	i	i	3
> CCOC(=O)CSc1nnc(-c2ccoc2C)n1-c1ccc(C)cc1
  -5	i	i	i	i	-10	i	i	i	i	1
> Cn1nnnc1SCC(=O)NC(=O)Cc1ccccc1
  3	i	i	i	i	-4	i	i	i	i	1
> COc1ccc2oc(C(=O)NC(C)(C)C)c(C)c2c1
  -3	i	i	i	i	-12	i	i	i	i	-11
> CC(=O)Nc1ccc(S(=O)(=O)Nc2nc3ccccc3nc2Nc2ccc(S(N)(=O)=O)cc2)cc1
  10	i	i	i	i	-12	i	i	i	i	-37
> O=c1[nH]c(C(F)(F)F)nc2ccc3ccccc3c12
  -7	i	i	i	i	-6	i	i	i	i	-4
> Cc1cc(C)c(S(=O)(=O)N/N=C/c2ccc([N+](=O)[O-])o2)c(C)c1
  -17	i	i	i	i	-7	i	i	i	i	1
> Cc1ccc(NC=C(S(=O)(=O)c2ccccc2)S(=O)(=O)c2ccccc2)c(C)c1
  11	i	i	i	i	-3	i	i	i	i	5
> COc1ccc(NS(=O)(=O)c2c(C)[nH]c(=O)[nH]c2=O)c(OC)c1
  6	i	i	i	i	-6	i	i	i	i	-7
> COc1ccc2nc(Cl)c(C3CC(c4ccco4)=NN3C(=O)CCCC(=O)O)cc2c1 (stereo not given)
  -3	i	i	i	i	-14	i	i	i	i	nt

Full records, quoted from the list:
COc1ccc(NS(=O)(=O)c2c(C)[nH]c(=O)[nH]c2=O)c(OC)c1 is listed as SKKanGAS inh = 6; KCNQ1 block = i; TMEM16A act = i; KCNK3 inh = i; RGS4 pot = i; hERG rescue = -6; TMEM16A inh = i; KCNQ1 pot = i; KCNK9 block = i; RGS4 inh = i; HDAC3 inhib = -7
O=C(CCc1ccccc1)Oc1ccccc1[N+](=O)[O-] is listed as SKKanGAS inh = -8; KCNQ1 block = i; TMEM16A act = i; KCNK3 inh = i; RGS4 pot = i; hERG rescue = -13; TMEM16A inh = i; KCNQ1 pot = i; KCNK9 block = i; RGS4 inh = i; HDAC3 inhib = -3

(continued)
Values in the order: SKKanGAS inh	KCNQ1 block	TMEM16A act	KCNK3 inh	RGS4 pot	hERG rescue	TMEM16A inh	KCNQ1 pot	KCNK9 block	RGS4 inh	HDAC3 inhib
> CCc1ccc(OCC(=O)NCCOc2ccccc2)cc1
  -3	i	i	i	i	-5	i	i	i	i	0
> Cn1c2ccccc2c2nnc(SCc3ccc4nonc4c3)nc21
  4	i	i	i	i	-6	i	i	i	i	-1
> COc1ccc(-c2nn(-c3ccccc3)cc2C(=O)N(C)C)cc1
  -5	i	i	i	i	-11	i	i	i	i	-9
> COc1ccccc1C1=NOC(C(=O)N2CCN(C(=O)c3ccco3)CC2)C1 (stereo not given)
  -4	i	i	i	i	-4	i	i	i	i	2
> Cc1cc(C)c(NS(=O)(=O)c2ccc(Cl)c(C(=O)O)c2)c(C)c1
  -3	i	i	i	i	-7	i	i	i	i	1
> N#Cc1c(N)nc(SCC(=O)NC2CCCCC2)c(C#N)c1-c1ccc(Cl)cc1
  6	i	i	i	i	-11	i	i	i	i	2
> COc1ccc(NS(=O)(=O)c2ccc3oc(Nc4ccc5c(c4)OCCO5)nc3c2)cc1
  16	i	i	i	i	-9	i	i	i	i	3
> CC(C)(C)NC(=O)NC(=O)CSc1nnc(-c2ccccc2F)n1N
  -1	i	i	i	i	1	i	i	i	i	-3
> Cc1ccc2nc(Cn3cc(C(F)(F)F)cc(Cl)c3=O)cc(=O)n2c1
  2	i	i	i	i	-11	i	i	i	i	-13
> Cc1cc(C(=O)COC(=O)c2ccccc2Br)c(C)n1CC1CCCO1 (stereo not given)
  -3	i	i	i	i	-7	i	i	i	i	8
> O=C(O)CC(CC(=O)NCC(O)c1ccccc1)c1ccccc1 (stereo not given)
  1	i	i	i	i	-5	i	i	i	i	-6
> O=C(C1CC(=O)N(C2CCCC2)C1)N1CCN(c2ccc(F)cc2)CC1 (stereo not given)
  -5	i	i	i	i	-10	i	i	i	i	nt
> Cc1ccc(-c2cc(C(F)(F)F)n3ncc(C(=O)NCc4ccco4)c3n2)cc1
  -5	i	i	i	i	-11	i	i	i	i	-1
> CC(C)CC1NC(=O)N(CC(=O)N2c3ccccc3NC(=O)C2(C)C)C1=O (stereo not given)
  0	i	i	i	i	-2	i	i	i	i	-5
> CC12CC(c3ccccc3O1)N(C(=O)c1ccco1)C(=S)N2c1ccccc1 (stereo not given)
  -3	i	i	i	i	-14	i	i	i	i	-5
> Cc1cccc(N/N=C/c2ccccc2O)c1
  3	i	i	i	i	-8	i	i	i	i	-2
> COc1ccc2[nH]c3c(=O)n(Cc4ccc(C(=O)NCC5CCCO5)cc4)c(=S)[nH]c3c2c1 (stereo not given)
  12	i	i	i	i	1	i	i	i	i	3
> O=C(N/N=C/c1cccc(O)c1)NC1CCCCC1
  20	i	i	i	i	-7	i	i	i	i	1
> CCOC(=O)[C@@H]1[C@H]2COc3cc(OC)ccc3[C@@H]2N2C(=O)N(c3cccc(F)c3)C(=O)[C@@]12C
  0	i	i	i	i	-6	i	i	i	i	3
> N#CCCN1C(=O)C2(OCCO2)c2ccccc21
  -1	i	i	i	i	-2	i	i	i	i	-7
> COc1ccc(S(=O)(=O)N2CCOC2CNC(=O)C(=O)NCc2ccccn2)cc1 (stereo not given)
  4	i	i	i	i	-10	i	i	i	i	3
> O=C(c1cc(S(=O)(=O)N2CCOCC2)ccc1Cl)N1CCC(Cc2ccccc2)CC1
  0	i	i	i	i	-8	i	i	i	i	-3
> CN(CC(=O)NCC(c1ccco1)N1CCCCC1)S(=O)(=O)c1ccc(Cl)cc1 (stereo not given)
  0	i	i	i	i	-12	i	i	i	i	2
> CCOc1ccc(CCNC(=O)C2CCN(c3nnc(-n4cccc4)s3)CC2)cc1OCC
  3	i	i	i	i	-7	i	i	i	i	-10
> CCCNC(=O)c1cnc(-c2ccccc2)nc1-c1ccccc1
  1	i	i	i	i	-1	i	i	i	i	-1
> COc1ccc(-c2cc(C(=O)N3CCCC3)c3ccccc3n2)cc1
  -3	i	i	i	i	-5	i	i	i	i	-82
> Fc1cccc(Cl)c1-c1nnc2ccc3ccccc3n12
  1	i	i	i	i	-11	25*	i	i	i	1
> CC(C)C(=O)N1CCN(c2ccccc2NC(=O)c2ccco2)CC1
  -1	i	i	i	i	-6	i	i	i	i	-3
> Cc1cc(C)nc(SCC(=O)N/N=C/c2cc(C)n(-c3ccccc3C)c2C)n1
  3	i	i	i	i	-10	i	i	i	i	2
> Cc1[nH]c2ccccc2c1C(c1ccncc1)N1CCCCC1 (stereo not given)
  5	i	i	i	i	-1	i	i	i	i	8
> CC1CCN(CC(=O)Nc2nccs2)CC1
  -4	i	i	i	i	-11	i	i	i	i	10
> O=C(NC1CCCCCCC1)C1CCCN(S(=O)(=O)c2cnc[nH]2)C1 (stereo not given)
  -1	i	i	i	i	-2	i	i	i	i	0
> O=C(COc1ccc2c(c1)CCC2)Nc1ccccn1
  9	i	i	i	i	-11	i	i	i	i	nt
> Cc1ccccc1NC(NC(=O)c1cccs1)C(Cl)(Cl)Cl (stereo not given)
  40	13*	i	i	i	-10	i	i	i	i	5
> COC(=O)C1CCN(C(=O)C2CCCCC2)CC1
  -1	i	i	i	i	-9	i	i	i	i	1
> CCOC(=O)C1=NNC(C(=O)c2ccccc2)C1c1ccc(Cl)cc1 (stereo not given)
  -2	i	i	i	i	-5	i	i	i	i	5
> Clc1ccc(Cc2ccc(SCc3ccccc3)nn2)c(Cl)c1
  7	i	i	i	i	-20	25*	i	i	i	1
> Cn1c(=O)oc2cc(S(=O)(=O)NCc3cccnc3)ccc21
  -1	i	i	i	i	-15	i	i	i	i	-3
> Cc1cc(=O)n2c3ccccc3n(C)c2n1
  2	i	i	i	i	-3	i	i	i	i	-7
> COc1cc(C(=O)Nc2nc3ccc(C)cc3s2)ccc1OCc1c(C)noc1C
  11	i	i	i	i	-9	i	i	i	i	1
> Cc1ccc(S(=O)(=O)c2c(N)n(CCCN(C)C)c3nc4ccccc4nc23)cc1
  4	i	i	i	i	-12	i	i	i	i	-90
> COc1ccc(CNC(=O)CS(=O)(=O)Cc2nc(-c3ccc(OC)cc3)oc2C)cc1
  -2	i	i	i	i	-4	i	i	i	i	5
> CC(C)(C)NC(=O)NC(=O)CN1CCN(S(=O)(=O)/C=C/c2ccccc2)CC1
  0	i	i	i	i	-4	i	i	i	i	-2
> Cc1c(NC(=S)Nc2cccc(Cl)c2)c(=O)n(-c2ccccc2)n1C
  2	i	i	i	i	-5	i	i	i	i	1
> CCOC(=O)c1ccc(NC2c3ccccc3C(=O)N2c2cccnc2)cc1 (stereo not given)
  -3	i	i	-9.7*	i	-12	i	i	i	i	4

No enrichment for hits; overall some 6.3% were active at least once.
